GLA spleen mod = qHTS Assay for Inhibitors and Activators of Human alpha-Galactosidase From Spleen Homogenate; 240,000 compounds, 0.008% hits; human spleen homogenate, 4MU-alpha-Gal fluorescence, 40 min; Potency, µM (series often up to 80 µM), for the others: at the top dose activity change, negative = inhibition, actives largely listed as inhibitors; Alpha-galactosidase A (Homo sapiens), P06280;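 also: 0% = enzyme with vehicle and -100% = no enzyme basal signal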
Target sequence (P06280 32-429 limits assumed): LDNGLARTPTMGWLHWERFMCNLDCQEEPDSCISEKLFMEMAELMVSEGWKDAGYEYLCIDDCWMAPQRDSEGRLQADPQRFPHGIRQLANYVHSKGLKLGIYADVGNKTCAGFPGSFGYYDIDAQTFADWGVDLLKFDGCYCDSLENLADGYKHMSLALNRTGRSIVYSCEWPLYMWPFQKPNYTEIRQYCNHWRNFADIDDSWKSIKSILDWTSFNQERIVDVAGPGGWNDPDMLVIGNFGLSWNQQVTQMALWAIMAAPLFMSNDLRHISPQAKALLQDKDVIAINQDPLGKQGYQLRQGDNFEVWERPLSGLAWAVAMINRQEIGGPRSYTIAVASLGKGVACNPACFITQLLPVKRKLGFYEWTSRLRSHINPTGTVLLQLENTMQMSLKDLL
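Inhibition or activation of alpha-galactosidase in human spleen homogenate is scored by 4-MU fluorescence after 40 min at 37C, pH 5.0, with 1 mM substrate. AC50s come from concentration-response fitted to the Hill equation.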
GAA glycogen = qHTS Assay for Inhibitors and Activators of Human alpha-Glucosidase Cleavage of Glycogen | recombinant GAA, glycogen substrate, Amplex Red glucose oxidase fluorescence | 300,000 compounds, 0.38% hits | AID 2100, 2009 | Lysosomal alpha-glucosidase (Homo sapiens), P10253 | Potency, µM (top dose mostly 76.4 µM), for the others: at the highest dose activity change, negative = inhibition, actives largely listed as inhibitors;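 also: 0% = full enzyme reaction and -100% = no-enzyme basal signal; the screen sought inhibitors and activators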
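Recombinant human alpha-glucosidase (4 nM final) hydrolysed bovine liver glycogen (30 ug) for 40 min at 37 C in pH 5.0 citrate/phosphate with 0.01% Tween-20. Released glucose detected by glucose oxidase/Amplex Red, Ex 573/Em 610 nm. Compounds up to 77 uM; AC50 from Hill fits.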
GAA inh = qHTS Assay for Inhibitors of Human alpha-Glucosidase as a Potential Chaperone Treatment of Pompe Disease. Lysosomal alpha-glucosidase (Homo sapiens), P10253. purified human GAA, 4-MU-alpha-glucoside fluorescence. Potency, µM (doses to about 76.9 µM), for inactives: at the highest dose activity change, negative = inhibition, usual class: inhibitors. 200,000 compounds, 0.005% hits;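 also: plate controls were uninhibited enzyme wells for no effect and no-enzyme background for full effect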
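Compounds are titrated up to 77 uM against 4 nM human enzyme. Substrate 4-methylumbelliferyl-alpha-D-pyranoside (400 uM) reacts 20 min at room temperature in pH 5.0 buffer; liberated 4-methylumbelliferone is read at 440 nm.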
aGlu spleen mod = qHTS Assay for Inhibitors and Activators of Human alpha-Glucosidase From Spleen Homogenate; Potency, µM (titrated, usually from 79.9 µM), for inactives: at the top dose activity change, negative = inhibition, most hits filed as inhibitors; AID 2112, 2009; human spleen homogenate, 4-MU-alpha-glucoside fluorescence; 240,000 compounds, 0.006% hits;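 also: 0% = enzyme with vehicle and -100% = no enzyme basal signal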
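Human spleen homogenate (1 ug) incubated with compounds and 1 mM 4-methylumbelliferyl-alpha-D-glucopyranoside in pH 5.0 citrate/phosphate buffer, 37 C, 40 min. Stopped at pH 10; 4-MU fluorescence (Ex 365/Em 440 nm); AC50 by Hill fit.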
Tau ThT inhib = qHTS for Inhibitors of Tau Fibril Formation, Thioflavin T Binding | Microtubule-associated protein tau (Homo sapiens), P10636 | recombinant tau K18 P301L, heparin-induced fibrillization, ThT fluorescence | 270,000 compounds, 2.1% hits | Potency, µM (doses to about 57.4 µM), for the others: top-dose activity, negative = inhibition, usual class: inhibitors; also: % is scaled to controls: 0 for no effect and ±100 for the full control effect; nearly all actives have a fitted effect of over 55% in size
Target sequence (P10636 561-689 P618L limits assumed): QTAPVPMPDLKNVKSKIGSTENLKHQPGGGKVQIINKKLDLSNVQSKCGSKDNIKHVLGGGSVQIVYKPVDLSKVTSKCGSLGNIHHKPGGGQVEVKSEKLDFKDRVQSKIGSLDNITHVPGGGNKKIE
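K18 P301L tau (15 uM + 0.24 uM Alexa 594-tagged), heparin 20 uM, NaOAc pH 7, 6 h 37 C; ThT 30 uM, 1 h RT, ex 450/em 510 nm.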
HTT cytoprotect = qHTS Multiplex Assay to Identify Dual Action Probes in a Cell Model of Huntington: Cytoprotection (ATP) | PC12 HTT-Q103 induced, cytoprotection, ATP luminescence, 40 h | Potency, µM (series often up to 56.4 µM), inactives show cytoprotection (ATP increase), usual class: activators | AID 1471, 2008 | 230,000 compounds, 0.14% hits;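 also: % of control where 0% means no effect; nearly all actives have a fitted effect of over 45% in size; toxic huntingtin expression switched on by the ecdysone agonist tebufenozide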
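Compounds added alongside 100 nM tebufenozide, which induces toxic Q103 huntingtin exon 1-GFP in stable PC12 cells; surviving cells quantified by luminescent ATP measurement. Medium: phenol red-free DMEM, 5% equine and 5% calf serum.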
Tau fibril FP = qHTS for Inhibitors of Tau Fibril Formation, Fluorescence Polarization. Microtubule-associated protein tau (Homo sapiens), P10636. K18 P301L tau heparin fibrillization, Alexa594 FP, 6 h. Potency, µM (top dose mostly 57.7 µM), for the others: at the top dose activity, negative = inhibition, actives largely listed as inhibitors. 280,000 compounds, 0.39% hits. AID 1468, 2008; also: % is scaled to controls: 0 for no effect and ±100 for the full control effect; nearly all actives have a fitted effect of over 55% in size
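K18 P301L tau (15 uM unlabeled/0.24 uM Alexa 594-labeled, final) + compound + heparin 20 uM final; 100 mM NaOAc pH 7; 6 hr 37 C; ThT 30 uM final added, 1 hr RT; FP ex 555/em 632 nm.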
Tau fluor counter = Counterscreen qHTS for Inhibitors of Tau Fibril Formation, Fluorescence Polarization | Potency, µM (highest dose often 57.7 µM), for inactives: at the top dose activity change, negative = decrease | tau K18 P301L (four-repeat tau fragment) Alexa594 fluorescence, heparin fibrillization | AID 1463, 2008 | 280,000 compounds, 0.93% hits; also: % is scaled to controls: 0 for no effect and ±100 for the full control effect; nearly all actives have a fitted effect of over 55% in size
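Human K18 P301L tau (15 uM unlabeled plus 0.24 uM Alexa 594-labeled, final) in 100 mM sodium acetate pH 7 was mixed with compound and 20 uM heparin and incubated 6 hr at 37 C.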
Active calls of the source: *; ? = inconclusive; · = no result given; & = joins results of further samples; [ ] = dose if it differs, or a comment. Calls follow the shape of the dose curve; as a rule, active = well fitted curve in the direction sought with a large enough effect; inconclusive = small, poorly fitted or top-dose-only effect, or another doubt; inactive = no such curve, though single readings can be large; an effect the other way counts as inactive or inconclusive. Potency is read from the fitted curve at half-maximal effect.

SMILES	GLA spleen mod	GAA glycogen	GAA inh	aGlu spleen mod	Tau ThT inhib	HTT cytoprotect	Tau fibril FP	Tau fluor counter
Cc1c(NC(=O)CSc2nnc3sc4ccccc4n23)c(=O)n(-c2ccccc2)n1C	-4%	-1%	-1%	-6%	-4%	-2%[10 µM]	4%	-2%
CCc1ccc(NC(=O)C[n+]2cc(-c3ccc(C)cc3)n3c2CCC3)cc1	-3%	0%	·	-3%	-15%	4%[10 µM]	3%	-1%
CCn1c(SCC(=O)Nc2ccc(OC)c(OC)c2)nnc1-c1c[nH]c2ccccc12	-8%	-2%	10%	-2%	?	3%[10 µM]	0%	-23%
O=C(COc1ccc(-c2ccccc2)cc1)NN=C1CCCC1	0%	-7%	-1%	-9%	?	8%[10 µM]	-1%	7%
CC(C)c1ccc(NC(=O)Cn2c(=O)oc3cc(S(=O)(=O)N4CCCC4)ccc32)cc1	·	-12%[76.3 µM]	·	·	4%	·	-11%	-29%
CC(Oc1ccc(Cl)cc1Cl)C(=O)NCCCN1CCOCC1 (stereo not drawn)	4%	6%	-8%	2%	1%	-11%	-6%	-4%
O=C(CC(C(=O)N1CCc2ccccc21)n1ccnc1)NCC1CCCO1 (stereo not drawn)	-1%	-4%	2%	3%	7%	-13%	6%	6%
Cc1nc2ccc([N+](=O)[O-])cc2[nH]1	-2%	-17%	1%	-1%	-3%	21%	9%	4%
COc1cc(/C=N/NC(=O)c2ccc3ccccc3c2)ccc1Oc1ccc([N+](=O)[O-])cn1	3%	8%	-2%	-2%	?	0%[10 µM]	7%	?
CCOC(=O)CSc1nc(N)c2c3c(sc2n1)CCCC3	2%	-5%	-8%	-12%	-13%	-33%	-4%	-23%
Cn1c(O)c(N=NC(=O)CNC(=O)c2ccco2)c2ccccc21	9%	-1%	-6%	-5%	-14%	6%[1.9 µM]	4%	-4%
O=C1CC(C(=O)Nc2cccc(F)c2)n2ncnc2N1 (stereo not drawn)	-1%	0%	-1%	1%	9%	3%	1%	12%
COc1ccc(NC(=O)c2c(NC(=O)Cc3ccccc3)sc3c2CCCC3)cc1	·	-8%[76.3 µM]	·	·	9%	·	15%	3%
Cc1cc(C)cc(NC(=O)C(OC(=O)c2ccc([N+](=O)[O-])o2)c2ccccc2)c1 (stereo not drawn)	-25%	5%	-9%	-9%	-10%	21%[10 µM]	17%	?
O=C(Nc1cccc(S(=O)(=O)N2CCCCC2)c1)c1ccc(OCC2CCCO2)cc1 (stereo not drawn)	2%	0%	-5%	-1%	7%	?	-13%	?
OC(COCCC12CC3CC(CC(C3)C1)C2)CN1CCCCC1 (stereo not drawn)	-1%	2%	-2%	-7%	-7%	-24%	0%	-10%
O=C(N/N=C/c1ccc(OCc2cnc(Cl)s2)cc1)c1ccncc1	7%	-13%	2%	-2%	-3%	?	3%	-1%
Cc1nnc(N/N=C/c2c[nH]c3ccccc23)[nH]c1=O	10%	-4%	·	-3%	·	-24%[10 µM]	3%	-4%
COc1ccc(N2C(=O)C3CCCN3C2c2ccc(Cl)cc2)cc1 (stereo not drawn)	7%	9%	-11%	2%	-7%	-1%	2%	-10%
O=C1Nc2ccccc2/C1=C/c1cnc(-c2ccccc2)[nH]1	6%	-4%	-2%[15.4 µM]	-6%	?	-9%[10 µM]	-1%	-10%
N#Cc1c(C(F)(F)F)cc(-c2cccs2)nc1SCC(=O)Nc1cccc(C(F)(F)F)c1	·	0%[76.3 µM]	·	·	-11%	·	?	-22%
CCn1c(SCC(=O)c2cccs2)nnc1-c1cccs1	1%	9%	3%	6%	-7%	-7%[10 µM]	2%	1%
CCCCC/C=N\NC(=O)Cc1ccc([N+](=O)[O-])cc1	1%	16%	2%	2%	-8%	3%[10 µM]	12%	-8%
CCOC(=O)c1ccc(N2C(=O)CC(Sc3nnc(C)s3)C2=O)cc1 (stereo not drawn)	3%	-14%	-4%	-3%	?	-36%	0%	-17%
Cc1ccc(-c2cc(-c3c(C)nn(C)c(=O)c3N)[nH]n2)cc1	3%	4%	·	-3%	?	22%[10 µM]	5%	-12%
Cc1cc(C)cc(NC(=O)C2CCCN2S(=O)(=O)c2ccc3nc(-c4ccccc4)[nH]c3c2)c1 (stereo not drawn)	·	-11%[76.3 µM]	·	·	11%	·	?	14µM*[quencher]
CCOC(=O)c1c(NC(=S)Nc2ccc(OC)cc2)sc2c1CCC2	1%	?	-7%	2%	-11%	9%[10 µM]	6%	-29%
Cc1ccc(C(=O)c2coc3ccc(O)c(Cl)c23)cc1	-6%	0%	4%	-6%	-15%	-38%	-2%	-29%
COc1ccccc1N1CCN(C(=O)CCS(=O)(=O)c2cc(Br)cc3c2N(C(C)=O)CC3)CC1	·	11%[76.3 µM]	·	·	-12%	·	-8%	-13%
COc1ccccc1N1CCN(C(=O)CCNS(=O)(=O)c2ccc(Br)s2)CC1	-1%	1%	3%	0%	-5%	-23%	10%	-11%
Cc1nc2ccc(NC(=O)c3ccc4ccccc4n3)cc2s1	6%	4%	1%	16%	6%	-28%	6%	9%
Cc1ccc(NC(=O)CCN2C(=O)c3ccccc3Sc3ncccc32)cc1	·	-8%[76.3 µM]	·	·	-1%	·	4%	-4%
CC(NC(=O)c1cc(-c2ccc3c(c2)OCO3)nc2ccccc12)C(C)(C)C (stereo not drawn)	11%	-5%	?	0%	-12%	-16%	?	-19%
COCCN(C(=O)c1ccco1)c1nnc(-c2ccc(OC)cc2)s1	-2%	8%	?	-4%	-8%	-27%	5%	-15%
Cc1ccnc(NS(=O)(=O)c2ccc(NC(=O)C3CCCCC3C(=O)O)cc2)n1 (stereo not drawn)	0%	7%	5%	-1%	-3%	-14%	-3%	-2%
c1ccc(CC2CCN(C(c3cccs3)c3nnnn3C3CCCC3)CC2)cc1 (stereo not drawn)	-2%	-6%	?	-14%	-11%	21%[10 µM]	7%	-9%
CCOC(=O)C1=C(C)Nc2ccccc2N=C1NC(=O)Cc1ccc(Br)cc1	4%	-2%	4%	-1%	1%	-12%[10 µM]	-2%	-3%
COc1ccc(C)cc1S(=O)(=O)N1CCN(Cc2ccccc2)CC1	6%	1%	-18%	-5%	-23%	5%[10 µM]	4%	-21%
O=c1ccc(Oc2nc(N3CCOCC3)nc(N3CCOCC3)n2)nn1-c1ccccc1	-5%	4%	-7%	1%	-1%	-1%	-3%	-6%
CCCCOc1ccccc1C(=O)N(Cc1ccc(C)o1)C1CCS(=O)(=O)C1 (stereo not drawn)	·	-7%&8%[76.3 µM]	·	·	-7%	·	1%	-10%
CCn1nc(C(=O)OCC(=O)NCC(C)C)c2ccccc2c1=O	-10%	26%	8%	8%	-6%	-2%[10 µM]	0%	-3%
O=C(O)c1ccc(Cl)c(NC(=O)C2CCCN2S(=O)(=O)c2cccc3nsnc23)c1 (stereo not drawn)	-8%	2%	1%	3%	-10%	-6%	0%	-4%
Cc1n[nH]c(=O)n1-c1cccc(C(F)(F)F)c1	5%	-4%	1%	3%	-2%	8%	-4%	1%
Cc1ccccc1NC(=O)CSc1ccc(-c2ccccn2)nn1	·	-5%&20%[76.3 µM]	·	·	-10%	·	-11%	-8%
Cc1ccc2cccc(NC(=O)COc3ccccc3Cl)c2n1	·	3%[76.3 µM]	·	·	?	·	-5%	?
NC(=O)c1ccc(NC(=O)CCCc2nc(-c3ccccc3Cl)no2)cc1	1%	-1%	-8%	-4%	?	-19%[0.074 µM]	10%	-15%
